G9a inh = G9a (human) methyltransferase inhibition; Q96KQ7; G9a H3K9 monomethylation, AlphaScreen, 2 h; Potency, µM (titrated, usually from 102 µM), inactives show at the highest dose activity, negative = inhibition, hits mostly inhibitors; hit rate 8.8% among 350,000; also: % is scaled to controls: 0 for no effect and ±100 for the full control effect; nearly all actives have a fitted effect of over 75% in size
Target sequence (Q96KQ7 913-1193 limits assumed): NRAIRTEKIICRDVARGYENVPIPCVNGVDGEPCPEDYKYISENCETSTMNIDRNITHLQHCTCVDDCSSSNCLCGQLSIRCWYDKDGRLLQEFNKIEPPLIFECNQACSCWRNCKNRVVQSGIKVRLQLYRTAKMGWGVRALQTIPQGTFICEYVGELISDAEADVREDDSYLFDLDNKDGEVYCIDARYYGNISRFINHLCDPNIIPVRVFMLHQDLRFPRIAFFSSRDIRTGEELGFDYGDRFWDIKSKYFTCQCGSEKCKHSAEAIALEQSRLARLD
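Using a bead-based AlphaScreen, monomethylated H3K9 product from 2 h room-temperature reactions (G9a 20 nM, peptide 500 nM, SAM 20 uM) was detected with 0.5 ug/mL rabbit anti-H3K9me1 antibody.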
BAZ2B block = BAZ2B (human) inhibition; Q9UIF8; AlphaScreen BAZ2B-H3K14Ac peptide displacement; Potency, µM (top dose mostly 114 µM), without a hit: at the top dose activity change, negative = inhibition, hits mostly inhibitors; hit rate 4.4% among 360,000; AID 504333; also: % is scaled to controls: 0 for no effect and ±100 for the full control effect; nearly all actives have a fitted effect of over 60% in size
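Multi-concentration screen (max 110 uM) measuring displacement of acetylated histone H3 peptide from BAZ2B by AlphaScreen, using 50 nM protein, 50 nM peptide and 10 ug/mL streptavidin donor plus Ni-chelate acceptor beads.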
HP1b chromo inh = HP1-beta chromodomain-methylated histone interaction inhibition; AlphaScreen HP1-beta / biotin-H3K9me3 peptide binding; Potency, µM (highest dose often 114 µM), inactives show at the highest dose activity change, negative = inhibition, usual class: inhibitors; hit rate 0.56% among 390,000; AID 540317; also: nearly all actives have a fitted effect of over 70% in size; inactives centre near 23
Target sequence (P83916 whole entry, looked up): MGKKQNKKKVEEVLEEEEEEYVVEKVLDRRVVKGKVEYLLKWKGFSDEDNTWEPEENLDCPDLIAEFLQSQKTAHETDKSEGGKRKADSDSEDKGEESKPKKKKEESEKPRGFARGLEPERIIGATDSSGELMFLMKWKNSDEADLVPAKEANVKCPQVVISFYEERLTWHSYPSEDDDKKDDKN
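HP1-beta protein (50 nM final) preincubated 30 min at room temperature with biotinylated H3(1-18)K9me3 peptide (50 nM) in PBS pH 7.4, 0.01% Tween-20, then compound added for 30 min. AlphaScreen streptavidin donor/nickel chelate acceptor beads (10 ug/mL final), 30 min dark, luminescence read.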
Tb PGK inh = blocks T. brucei phosphoglycerate kinase; P07378; Potency, µM (titrated, usually from 57.5 µM), without a hit: at the top dose activity change, negative = inhibition, hits mostly inhibitors; PGK/GAPDH coupled, Kinase-Glo luminescence, 60 min; AID 602233; hit rate 0.043% among 380,000; also: % is scaled to controls: 0 for no effect and ±100 for the full control effect; nearly all actives have a fitted effect of over 60% in size
Target sequence (P07378 whole entry, looked up): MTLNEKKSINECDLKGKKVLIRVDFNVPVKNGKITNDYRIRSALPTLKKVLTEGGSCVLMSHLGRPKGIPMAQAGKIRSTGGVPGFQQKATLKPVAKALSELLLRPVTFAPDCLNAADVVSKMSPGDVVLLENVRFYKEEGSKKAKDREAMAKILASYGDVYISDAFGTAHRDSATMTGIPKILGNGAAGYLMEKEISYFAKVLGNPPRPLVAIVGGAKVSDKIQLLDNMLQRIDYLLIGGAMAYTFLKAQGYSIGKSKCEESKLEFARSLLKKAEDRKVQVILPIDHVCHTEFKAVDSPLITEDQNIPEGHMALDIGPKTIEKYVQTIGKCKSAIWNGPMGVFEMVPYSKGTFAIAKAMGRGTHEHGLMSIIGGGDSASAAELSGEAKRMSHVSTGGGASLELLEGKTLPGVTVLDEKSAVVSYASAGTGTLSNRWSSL
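Recombinant glycosomal PGK reaction used 1,3-bisphosphoglycerate generated in-well by GAPDH (100nM final) in 100mM TEA pH 7.6, 5mM MgCl2, 0.01% Tween-20. After 60 minutes at room temperature, ATP was read by Kinase-Glo Plus luminescence end-point.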
Pol iota inh = inhibitors of human DNA polymerase iota | hit rate 1% among 390,000 | Pol iota fluorescent replication assay, 10 min | Potency, µM (top dose mostly 115 µM), without a hit: top-dose activity, negative = inhibition, most hits filed as inhibitors | Q9UNA4
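Pol iota at 10 nM preincubated 15 min with compounds at room temperature; reaction started with fluorescent substrate, 50 nM final. Fluorescence read kinetically at 0 and 10 min; buffer-only wells as negative control.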
GLS inh = inhibitors of human glutaminase (GLS) | O94925 | GLS enzymatic activity, qHTS titration | Potency, µM (titrated, usually from 45.5 µM), for the others: at the highest dose activity change, negative = inhibition, most hits filed as inhibitors | hit rate 0.21% among 410,000 | AID 624170; also: % is scaled to controls: 0 for no effect and ±100 for the full control effect
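Read-out is an Amplex red fluorescence increase coupled through glutamate oxidase and HRP, measured before and after 30 min room-temperature incubation. hKGA is in 45 mM KH2PO4 (pH 8.2) with 0.02% Tween-20; glutamine added as 1mM solution.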
Pin1 inhibitor = inhibitors of human Pin1. Potency, µM (doses to about 115 µM), for inactives: at the top dose activity, negative = inhibition, most hits filed as inhibitors. hit rate 0.009% among 390,000. Q13526. Pin1 FP peptide displacement, HiFluor488, 10 min; active = well fitted inhibition curve with a large enough effect in the polarisation, with a control signal flat, not every such curve was filed as active; inconclusive = small, poorly fitted or top-dose-only effect, or effect the other way, or a change in a side signal; inactive = no such curve, though single readings can be large or run the other way; the % refers to the polarisation; also: % is scaled to controls: 0 for no effect and ±100 for the full control effect
Target sequence (Q13526 whole entry, looked up): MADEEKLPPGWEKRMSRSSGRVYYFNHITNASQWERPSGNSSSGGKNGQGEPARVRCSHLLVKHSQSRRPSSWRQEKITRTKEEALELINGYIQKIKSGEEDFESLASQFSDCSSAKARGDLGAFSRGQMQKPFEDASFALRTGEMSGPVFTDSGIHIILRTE
BLM inh = Bloom syndrome helicase (human) inhibition. recombinant BLM DNA unwinding, fluorescence dequenching. Potency, µM (doses to about 56.1 µM), for inactives: at the highest dose activity change, negative = inhibition, hits mostly inhibitors. hit rate 0.2% among 350,000;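 also: plate controls were vehicle for no effect and no enzyme for full effect; nearly all actives have a fitted effect of over 35% in size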
JMJD2A Tudor inh = inhibitors of human JMJD2A Tudor domain; Potency, µM (highest dose often 114 µM), without a hit: at the highest dose activity change, negative = inhibition, usual class: inhibitors; hit rate 4.4% among 390,000; AlphaScreen JMJD2A-Tudor / H3K4me3 peptide binding; AID 504339; O75164; also: % is scaled to controls: 0 for no effect and ±100 for the full control effect; nearly all actives have a fitted effect of over 50% in size
The depositor's hits bear a star; i = inactive; ? = inconclusive; · = no result given; [ ] = remark or other dose. Unless noted, calls follow the shape of the dose curve; as a rule, active = well fitted curve in the direction sought with a large enough effect; inconclusive = small, poorly fitted or top-dose-only effect, or another doubt; inactive = no such curve, though single readings can be large; an effect the other way counts as inactive or inconclusive. Potency is read from the fitted curve at half-maximal effect. A portion of the library (hit frequency here may not be typical).

SMILES	G9a inh	BAZ2B block	HP1b chromo inh	Tb PGK inh	Pol iota inh	GLS inh	Pin1 inhibitor	BLM inh	JMJD2A Tudor inh
CCC(C)Nc1nc(N)c([N+](=O)[O-])c(NCCO)n1 (centres undefined)	14%	-16%	47%[activator]	-5%	7%	-1%	0%	1%	3%
O=C(COc1ccccc1)NCc1nnc(SCC(=O)Nc2nccs2)n1-c1ccccc1	1%	-5%	27%	-3%	-15%	1%	-5%	0%	-6%
O=C(N/N=C/c1ccc(Br)s1)c1cccs1	·	-1%	46%[activator]	-5%	55%[activator]	-5%	-7%	-3%	0%
O=C(CNc1n[nH]c(=O)[nH]c1=O)N/N=C/C=C/c1ccccc1	13%[59 µM]	-1%	39%	-8%	37%	14%	-7%	-6%	-3%
CC(C)(C)c1nnc(NC(=O)CS(=O)(=O)Cc2ccccc2)s1	-39%	-38%	2%	6%	15%	0%	2%	0%	-4%
COc1ccc(S(=O)(=O)CC2(O)CCN(C(=O)C(C)(C)C)CC2)cc1	6%	-1%	4%	-8%	114%[activator]	6%	-8%	1%	-7%
COc1ccc(-n2c(SCC(=O)c3ccc(Cl)cc3)nc3c([nH]c4ccccc43)c2=O)cc1	5%[59 µM]	1%	19%[57 µM]	1%	-1%	-6%	0%	-2%	-8%
S=c1nccc(-c2ccc(Cl)cc2)[nH]1	-31%	13%	13%	-3%	122%[activator]	?	4%	-11%	-20%
Cc1ccc(C)c(NNC(N)=S)c1	35µM*	-16%	6%	0%	?	?	-1%	-2%	-27%
CCCc1nnc(SCC(=O)NC2CCCCC2)n1CCOC	-3%	-20%	6%	-4%	-3%	-13%	-5%	-2%	-9%
O=C(NCCc1csc(-c2cccnc2)n1)c1c(F)cccc1F	22%	19%	29%	2%	16%	4%	-1%	-4%	6%
O=C(C1=C[C@@H](C2CCCCC2)C[C@@H](OCCCCO)O1)N1CCN(Cc2ccccc2)CC1	?	-18%	27%	-4%	-11%	-7%	-3%	-5%	-17%
O=C(Nc1ccc(S(=O)(=O)Nc2ccccn2)cc1)c1cccc(Br)c1	·	-36%	9%	6%	12%	6%	-2%	-8%	-16%
O=C(/C=C/c1ccccc1)c1ccoc1	10%[12.7 µM]	9%	14%	-2%	-20%	2%	2%	-3%	-21%
CCOc1ccc(S(=O)(=O)N2CCC(C(=O)NCC(=O)Nc3cccc(Cl)c3C)CC2)cc1	16%[59 µM]	8%	29%	-10%	32%[activator]	-16%	-3%	·	1%
CC(=O)c1cccc(NC(=O)CN(c2cc(C)cc(C)c2)S(=O)(=O)c2c(C)noc2C)c1	-31%[59 µM]	·	19%	-2%	1%	0%	9%	-13%	-18%
CCN1CCN(Cc2ccc(NC(=O)c3ccc(C)c(NC(=O)c4cccc(-c5cn[nH]c(=O)c5)c4)c3)cc2C(F)(F)F)CC1	·	-14%[57.1 µM]	3%	6%	?	-2%	2%	23%	?
CCCC(c1nnnn1CCOC)N1CCN(C(=O)c2ccco2)CC1 (centres undefined)	45µM*	?	11%	i	12%	5%	-1%	0%	?
Cc1ccccc1N1C(=O)CC1(C#N)c1ccc(OCc2ccccc2)cc1 (centres undefined)	4%[59 µM]	8%	32%	-8%	51%[activator]	-15%	?	-7%	?
O=C(NCCO)/C(=C\c1cccc([N+](=O)[O-])c1)NC(=O)c1ccco1	13%[59 µM]	-9%	30%	i	36%[activator]	11%	-1%	3%	0%
O=[N+]([O-])c1ccc(N2CCN(C(=S)Nc3ccc(F)cc3)CC2)cc1	24%	8%	2%	-4%	60%[activator]	0%	13%	-14%	-19%
OC(CN1CCN(Cc2ccccc2)CC1)c1ccc(Br)cc1 (centres undefined)	·	·	38%[activator]	-2%	111%[activator]	0%	1%	·	-15%[57.1 µM]
CC(C)CC(=O)N1CCN(Cc2cccc(F)c2)CC1	-46%[12.7 µM]	56µM*	?	3%	13%	4%	-9%	-4%	4.5µM*
CC1CCC/C(=N\NS(=O)(=O)c2ccccc2)C1 (centres undefined)	32µM*	1%	21%	-3%	0%	6%	-11%	-3%	-3%[11.4 µM]
COc1ccc(CN2C(=O)c3cccnc3C2=O)cc1S(=O)(=O)N1CCOc2ccc(C)cc21	·	-21%	40%[activator]	-7%	13%	7%	-8%	-2%	-2%
Clc1ccc(-c2onc3c2CCCC3)cc1	-2%[12.7 µM]	10%	30%	0%	19%	8%	5%	-3%	8%
COc1ccc(N2CC(C(=O)OCC(=O)c3cccc(OC)c3)CC2=O)cc1 (centres undefined)	12%	4%	22%	-5%	14%	2%	-4%	1%	-21%
COC(=O)C1=C(C)NC(=O)C1(NC(=O)CN1CCCC1=O)C(F)(F)F (centres undefined)	1%[59 µM]	4%	37%	2%	3%	-3%	7%	-6%	1%
Cc1c(C(=O)NC2CCCCC2)oc2c1C(=O)CC(C)(C)C2	0%[12.7 µM]	-34%	14%	-1%	-5%	2%	0%	-9%	-20%
Cc1nc2cc(C(=O)NCCC3=CCCCC3)ccc2n1-c1ccc(Br)cc1	-21%[59 µM]	-8%	15%	i	-9%	3%	13%	-9%	-21%
COc1ccc(NC(=O)C23CC4CC(C2)CC(n2cnc(Br)n2)(C4)C3)cc1Cl	-26%	9%	19%	0%	12%	1%	2%	-8%	-24%
COc1cccc(NC(=O)N2CCCC2C(=O)NCc2ccccc2)c1 (centres undefined)	-20%[59 µM]	13%	59%[activator]	8%	11%	10%	-1%	9%	-13%
Cc1c(C#N)c2ccccc2n1CCOc1ccccc1F	42%[activator]	35%	33%	7%	13%	17%	30%	1%	-6%
CCOc1ccc(NC(=O)c2cc3c(-c4ccccc4F)nn(C)c3s2)cc1	23%[59 µM]	·	48%[activator]	-4%	7%	-9%	13%	0%	-9%
CCn1cc(C2C(C(=O)Nc3ccc(Br)cn3)=C(C)NC3=C2C(=O)CCC3)c(C)n1 (centres undefined)	-9%	7%	65%[activator]	-1%	193%[activator]	?	-2%	-9%	3%
O=C(NNC(=O)c1cnccn1)c1ccc(Cl)c(Cl)c1	32%	6%	48%[activator]	i	-5%	15%	0%	2%	-7%
Cc1ccc2[nH]nc(C(=O)N3CCCC(C(=O)c4ccc(Cl)cc4)C3)c2c1 (centres undefined)	8%	-11%	16%	-7%	41%[activator]	-8%	-6%	-8%	-29%
COc1ccc2oc(C(=O)OCC(=O)NCc3ccccc3OC)c(C)c2c1	-34%	0%	0%	7%	-17%	8%	26%	·	-21%
Fc1ccc(C2CCCN2Cc2nc(Cc3ccccc3)no2)cc1 (centres undefined)	·	12%	99%[activator]	i	18%	-3%	-3%	-9%	48%[activator]
CN(C)Cc1cn(-c2ccccc2)nc1-c1ccccc1	·	·	12%	·	?	·	3%	·	-7%
CC(C)CCNC(=S)Nc1ccc(F)cc1	·	·	31%	-2%	16%	8%	7%	·	0%
CCCn1cnc2scc(-c3ccc(OC)cc3)c2c1=O	16%	-3%	49%[activator]	6%	166%[activator]	12%	11%	-10%	-17%
CC(=O)c1c(C)oc2ccc(N(C(=O)c3ccncc3)S(=O)(=O)c3ccc(F)cc3C)cc12	1%[59 µM]	6%	45%	i	4%	22%	58%[activator]	0%	-34%
COc1ccc(C(=O)N2CCCC(Nc3ccc(F)cc3)C2)cc1F (centres undefined)	·	-14%	1%	12%	0%	28%	2%	-1%	-10%
CCOC(=O)c1c(C)[nH]c(C)c1S(=O)(=O)NCCCc1ccco1	-22%	?	?	-14%	-11%	-1%	2%	-7%	?

A draw from above in order of count of non-hydrogen atoms, low to high.
SMILES	G9a inh	BAZ2B block	HP1b chromo inh	Tb PGK inh	Pol iota inh	GLS inh	Pin1 inhibitor	BLM inh	JMJD2A Tudor inh
CC(C)CCNC(=S)Nc1ccc(F)cc1	·	·	31%	-2%	16%	8%	7%	·	0%
COc1cccc(NC(=O)N2CCCC2C(=O)NCc2ccccc2)c1 (centres undefined)	-20%[59 µM]	13%	59%[activator]	8%	11%	10%	-1%	9%	-13%
Cc1ccc2[nH]nc(C(=O)N3CCCC(C(=O)c4ccc(Cl)cc4)C3)c2c1 (centres undefined)	8%	-11%	16%	-7%	41%[activator]	-8%	-6%	-8%	-29%

Next part
SMILES	G9a inh	BAZ2B block	HP1b chromo inh	Tb PGK inh	Pol iota inh	GLS inh	Pin1 inhibitor	BLM inh	JMJD2A Tudor inh
CCN1C(=O)/C(=C/N2CCc3ccccc3C2)SC1=S	·	15%	15%	-1%	63%[activator]	5%	14%	4%	-26%
O=C1OCC2=C1C(c1ccc(F)cc1)Sc1ccccc1N2 (centres undefined)	-31%[59 µM]	7%	71%[activator]	0%	-12%	3%	-3%	-8%	-21%
COc1ccc(N(CC(=O)NCCSCc2ccco2)S(=O)(=O)c2ccccc2)cc1Cl	-10%	-31%	3%	3%	?	1%	6%	-9%	-32%
COc1ccc2ncc3c(-c4ccccc4)nn(-c4ccc(C)c(C)c4)c3c2c1	-19%[59 µM]	·	14%	-2%	?	1%	5%	-23%	?
CCCN(CCC)C(=O)/C=C/c1cccc([N+](=O)[O-])c1	11%	-22%	14%	-5%	-4%	-11%	-2%	0%	-12%
Cc1ccc(C(=O)CSc2nnnn2-c2ccccc2)o1	?	-18%	42%[activator]	-8%	12%	8%	-2%	-1%	-13%
CCc1ccc(NC(=O)N2CCCCCC2)cc1	58%[activator]	-7%	40%[activator]	i	21%	1%	1%	-4%	-12%
COc1ccc(S(N)(=O)=O)cc1N(C)S(=O)(=O)c1ccccc1	-30%	-4%	-7%	i	66%[activator]	4%	-2%	-1%	?
C/C=C/c1ccc(OCCOc2ccc(C=O)cc2OC)c(OC)c1	2%[59 µM]	-1%	6%	-7%	-10%	-2%	-1%	0%	10%
O=C(NCc1ccc(F)cc1)C1CCN(S(=O)(=O)N2CCOCC2)CC1	5%	10%	22%	-8%	-23%	6%	-2%	-1%	-7%
Cc1cccc(Cn2c(=O)n(Cc3ccc4c(c3)OCO4)c(=O)c3oc4ccccc4c32)c1	6%[59 µM]	-4%	55%[activator]	i	2%	7%	8%	-3%	6%
COC(=O)c1sc(SC)c(S(=O)(=O)C(C)C)c1N/N=C(\C#N)C(=O)c1ccccc1	45µM*	-29%	-14%	-3%	16%	26%	2%	-1%	?
COC(=O)n1ccc(C(=O)Nc2ccccc2F)n1	-40%	5%	2%	i	3%	-2%	-5%	-1%	-18%

Screens as filed in PubChem.
